Compound activity as filed in PubChem BioAssay.
WT yeast gro inh: growth inhibition of WT strain, primary screen, mitochondrial fusion inhibitor project, WT and mutant strains, chemical genetic; mitochondrial fusion phenotypic screen; inhibition, % at 10 µM; actives 2.1% (n = 190,000); AID 1362, 2008; in the data active = inhibition above about 58%; tested in S. cerevisiae
Large T inhibition: SV40 large T antigen inhibitors, biochemical (AID 1903) | SV40 large T antigen ATPase/helicase inhibition assay; higher % means a stronger effect | one-dose inhibition, % at 20 µM; IC50 in µM for titrated hits | actives 0.39% (n = 310,000); in the data active = a potency from the dose series; inconclusive = inhibition mostly from about 32% at the one dose, without a potency; inactive = the rest, 99 in 100 with inhibition below about 32%; also: strong numbers were not always called active
ER stress rescue: rescue of cells from ER stress-induced death, primary screen, 384-well, CSM14.1, thapsigargin, ATP luminescence (AID 1222); CSM14.1 thapsigargin-induced death rescue, ATP luminescence; higher % means a stronger effect; cellular ATP content (survival), % at 20 µM, or EC50 in µM where a hit was titrated; 190,000 tested, under 10 active;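 active = EC50 below 50 µM in the dose-response confirmation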;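 also: death triggered by thapsigargin at about 15 µM added after 2 h compound pretreatment; cell ATP read after overnight thapsigargin exposure of roughly 18 to 22 hours; normalized against plate controls of thapsigargin alone and 5% DMSO vehicle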
UTI89 phage lysis: inhibition of K1F phage lysis, E. coli UTI89, bacterial capsule biogenesis inhibitors, alamar blue (AID 488966). actives 0.02% (n = 340,000). one-dose inhibition, % at 100 µM; IC50 in µM for titrated hits. E. coli UTI89 K1F phage lysis, alamar blue, 2 h; higher % means a stronger effect;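 active = phage lysis inhibition, versus mean bacterial control, above a set limit; inconclusive = no clear call, values can overlap the other calls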;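 also: capsule biogenesis inhibitors block K1F phage lysis so surviving cells raise fluorescence; higher fluorescence means more inhibition of phage lysis; actives were called in the ten point dose series up to 300 µM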
Yfh1-off respiration: enhancers of respiration in Yfh1-depleted yeast, dose response, Friedreich's ataxia, plus single-dose screen (AID 1465) | S. cerevisiae Yfh1-off respiration, WST-1 reduction, 72 h; higher fold induction means a stronger effect | one-dose fold induction at 50 µM; EC50 in µM for titrated hits | actives 0.074% (n = 220,000);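 active = fold induction of absorbance versus untreated yeast above a set limit, then at least 30% activation at any dose in follow-up; inconclusive = repeats straddling the limit, or above it without dose testing; inactive = fold induction below the set limit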;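 also: activators that raise dye reduction in frataxin-depleted yeast; strong numbers were not always called active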
Dengue-2 NS5 capping: Dengue-2 NS5 methyltransferase inhibitors, primary screen, biochemical, confirmation dose response (AID 588689) | one-dose inhibition, % at 25 µM; IC50 in µM for titrated hits | Genome polyprotein (Dengue virus type 2 (strain 16681-PDK53)) | Dengue-2 NS5 methyltransferase capping enzyme assay, biochemical; higher % means a stronger effect | actives 0.3% (n = 340,000); in the data active = a potency from the dose series; inconclusive = inhibition above about 29% without an active follow-up result
RSV antiviral HEp-2: RSV antiviral activity via CPE protection, HEp-2 cells, primary 10 µM value included (AID 2391). HEp-2 cells, RSV-induced CPE inhibition; higher % means a stronger effect. CPE inhibition, % at 10 µM; hits with a dose series show IC50 in µM. actives 0.13% (n = 310,000); in the data active = a potency from the dose series; inconclusive = CPE inhibition mostly from about 23% at the one dose, without a potency; inactive = the rest, 99 in 100 with CPE inhibition below about 21%; also: strong numbers were not always called active
West Nile virus CPE: West Nile virus antiviral activity, cell-based, CPE readout (AID 1621) | actives 0.02% (n = 290,000) | one-dose CPE inhibition, % at 10 µM; IC50 in µM for titrated hits | West Nile virus-infected cells, CPE inhibition; higher % means a stronger effect; in the data active = a potency from the dose series; inconclusive = CPE inhibition mostly from about 3.7% at the one dose, without a potency; inactive = the rest, 99 in 100 with CPE inhibition below about 2.2%; also: strong numbers were not always called active
XIAP displacement: XIAP antagonists, biochemical, IAP family, fluorescence polarization (AID 1018) | actives 0.007% (n = 200,000) | E3 ubiquitin-protein ligase XIAP (Homo sapiens) | XIAP BIR domain, fluorescence polarization peptide displacement; higher % means a stronger effect | displacement, % at 20 µM; hits with a dose series show IC50 in µM; in the data active = displacement above about 50%; also: a part of the inactive calls stands beside numbers as strong as those of hits
WT yeast gro inh mutant strain: second read-out of WT yeast gro inh, no call of its own (marks repeat the call); inhibition, %; mitochondrial fusion phenotypic screen, mutant strain inhibition
Dengue-2 NS5 capping pilot replicate: second read-out of Dengue-2 NS5 capping, no call of its own (marks repeat the call); inhibition, %; measured here: pilot screen replicate inhibition
* = called active by the depositor; i = inactive; ? = inconclusive; . = no result given; [ ] = dose if it differs, or a comment.

SMILES	WT yeast gro inh	WT yeast gro inh mutant strain	Large T inhibition	ER stress rescue	UTI89 phage lysis	Yfh1-off respiration	Dengue-2 NS5 capping	RSV antiviral HEp-2	West Nile virus CPE	XIAP displacement	others
CNC(=O)COC(=O)c1cccnc1SC	-10	-33	24%	-1.6%	0.5%	i	-6%	1.2%	-0.2%	-0.4%
OCCN1CCN(c2ncnc3scc(-c4ccc(F)cc4)c23)CC1	.	.	12%	.	-0.3%	.	-17%	-0.3%	-0.1%	.
CS(=O)(=O)N1CCC(C(=O)NCCc2ccccc2)CC1	-12	-5	-2%	-1.1%	0.7%	i	2%	0.4%	0.1%	-2.8%
COc1ccc(N/C=C/C(=O)c2ccc(Cl)cc2)cc1	-26	-17	4%	-0.5%	1.1%	i	-4%	-0.5%	-0.6%	4.4%
Cc1ccc(NC(=O)c2cc(C)n(-c3cccc(C)c3)c2C)cc1	62*	21*	-2%	-2.2%	0.0%	i	-3%	?	-1.2%	-7.9%
COCCNC(=O)CN(Cc1ccc(Cl)cc1)S(C)(=O)=O	9	13	4%	0.1%	9.4%	i	2%	1.5%	-0.6%	-4.5%
CCCN1CCN(CC(=O)Nc2nnc(C)s2)CC1	.	.	4%	.	-0.2%	.	3%	0.4%	0.2%	.
O=C(COC(=O)/C=C/c1ccccc1Cl)NCc1ccccc1	10	-18	9%	-1.4%	0.8%[50 µM]	i	2%	3.0%	-0.6%	-4.3%
Cc1cccc(C(=O)NCCCNC(=O)c2cccc(C)c2)c1	.	.	20%	.	1.5%[50 µM]	.	-5%	0.2%	-0.2%	.
O=C(COc1coc(CN2CCN(c3ccc(F)cc3)CC2)cc1=O)NC1CCCC1	.	.	18%	.	1.9%[50 µM]	.	-5%	5.2%	.	.
Cn1c(SCc2ccc3c(c2)OCO3)nnc1-c1ccccc1	15	6	7%	-4.1%	0.2%	i	-5%	2.3%	-0.4%	-5.7%
O=C(NCCc1csc(-c2cccnc2)n1)c1ccccc1	-14	-9	4%	-1.7%	-0.1%	i	1%	3.9%	-0.1%	-6.1%
Cc1ccccc1C(=O)NC1CCCN(Cc2ccccc2F)C1 (stereo not drawn)	.	.	8%	.	-1.7%	.	.	1.8%	-0.9%	.
CC(=O)N1CCN(C(=O)CCc2nc3sc4c(c3c(=O)[nH]2)CCCC4)CC1	5	2	2%	-0.7%	-0.2%	i	-2%	0.2%	-0.2%	4.4%
C=CCN(C(=O)Cn1nnc2ccccc21)C(C(=O)NCCOC)c1ccc(OC)cc1OC (stereo not drawn)	-8	-10	3%	-1.7%	-0.6%	i	1%	1.2%	0.0%	-6.8%
CCc1ccc(OCC(=O)N(C)C2CCS(=O)(=O)C2)cc1 (stereo not drawn)	-7	-3	6%	-1.2%	0.5%	i	13%	3.6%	-0.1%	-8.5%
COc1ccccc1CNC(=O)CCC(=O)Nc1nnc(C)s1	-28	-10	7%	-2.5%	4.9%	i	4%	-0.4%	0.3%	-1.3%
CCCCN(CCCC)CCNC(=O)CSCc1ccc(C)cc1	-5	-7	-1%	-1.1%	0.0%	i	-16%	-1.8%	-0.7%	-7.5%
CCC(=O)Oc1ccc2ccccc2c1CNC(=O)c1ccccc1	11	-6	17%	-0.7%	2.4%[50 µM]	i	-5%	9.9%	0.0%	-3.1%
NC(=O)COC(=O)CC(c1ccccc1)c1ccccc1	-19	6	9%	-0.6%	0.3%	i	-6%	0.8%	-0.5%	-11%
O=C(CCc1cccc(Cl)c1)N1CCCC(Nc2ccccc2)C1 (stereo not drawn)	.	.	12%	.	0.1%	.	5%	5.2%	-0.1%	.
O=C(Nc1ccccc1N1CCN(C(=O)c2ccccc2)CC1)c1cccc(Cl)c1	.	.	12%	.	0.0%	i	-3%	?	0.2%	.
CN(C)S(=O)(=O)c1ccc(Cl)c(C(=O)OCC(=O)NC(=O)c2cccn2C)c1	-22	-22	5%	-2.3%	0.3%	i	6%	2.0%	-0.1%	-5.3%
O=c1cnnc(Nc2ccc(F)cc2)[nH]1	1	4	13%	0.5%	0.1%	i	-2%	0.4%	0.6%	-2.9%
O=C(NCc1cccs1)c1ccc([N+](=O)[O-])cc1Cl	8	7	-4%	2.2%	0.2%[50 µM]	i	-5%	-0.2%	-0.3%	-3.7%
O=C1c2ccccc2C(=O)N1CCCc1c[nH]c2ccc(Cl)cc12	15	11	8%	-0.5%	0.3%	i	1%	0.8%	-0.7%	-6.4%
CN(C)S(=O)(=O)N1CCC(Oc2ccc(C(=O)NC3CCOC(C)(C)C3)cc2)CC1 (stereo not drawn)	.	.	8%	.	-0.2%	.	2%	1.4%	0.0%	.
CCN(CC)CCN(Cc1cc2cc3c(cc2[nH]c1=O)OCCO3)C(=O)NC1CCCCC1	0	1	9%	-3.7%	-0.3%	i	3%	-2.1%	0.4%	-2.3%
CCn1c(=O)c(C(=O)NCc2ccccc2)c(O)c2ccccc21	.	.	1%	.	0.6%	.	-4%	-0.6%	0.5%	.
O=C(Cc1ccccc1)N/N=C/c1cc(Br)cc(Cl)c1O	6	22	-2%	-2.7%	-0.5%	i	1%	4.8%	-0.8%	-3.6%
CCC(C)(C)NC(=O)Cc1ccccc1OC	2	11	6%	-1.6%	0.7%	i	4%	2.0%	-0.4%	1.5%	Dengue-2 NS5 capping pilot replicate=-0.6
O=S(=O)(c1cc(Cl)cc(Cl)c1O)N1CCC2(CC1)OCCO2	.	.	6%	.	0.5%	.	-6%	3.2%	0.2%	.
Cc1ccc(S(=O)(=O)N2CCN(Cc3ccccc3)CC2)cc1	.	.	8%	.	-0.1%	.	1%	0.6%	-1.2%	.
O=C(NCCCN1CCOCC1)c1cc(-c2ccc3c(c2)OCO3)nc2ccccc12	16	17	4%	-1.5%	0.7%	i	-1%	0.4%	0.1%	-16%
CCOC(=O)c1cc(NCc2cccs2)ccc1N1CCOCC1	-17	-10	26%	-0.1%	0.8%	i	0%	4.4%	-0.4%	-2.0%
CCc1ccc(NC(=O)C(C)OC(=O)c2cccc(S(=O)(=O)N3CCc4ccccc4C3)c2)cc1 (stereo not drawn)	0	-12	15%	-1.3%	0.1%	i	-4%	9.5%	-1.7%	-16%
Cc1cc(=O)oc2cc(OCC(=O)OCC(=O)NC3CC3)ccc12	14	12	5%	0.4%	-0.1%	i	8%	1.9%	-0.5%	-7.3%
COc1ccccc1-n1cn[nH]c1=S	.	.	17%	.	0.1%	i	-5%	1.4%	0.1%	.
CCCc1cc(=O)[nH]c(SCC(=O)N2CCN(c3ccc(F)cc3)CC2)n1	3	16	11%	1.1%	1.1%	i	5%	1.9%	0.0%	-8.4%
Cc1cc(C(=O)N(C)Cc2c(F)cccc2Cl)c2ccccc2n1	.	.	14%	.	-0.4%	.	-17%	6.7%	-0.6%	.

Brought forward from above: 3 entries, followed by the next part.
SMILES	WT yeast gro inh	WT yeast gro inh mutant strain	Large T inhibition	ER stress rescue	UTI89 phage lysis	Yfh1-off respiration	Dengue-2 NS5 capping	RSV antiviral HEp-2	West Nile virus CPE	XIAP displacement	others
COc1ccccc1-n1cn[nH]c1=S	.	.	17%	.	0.1%	i	-5%	1.4%	0.1%	.
CCCc1cc(=O)[nH]c(SCC(=O)N2CCN(c3ccc(F)cc3)CC2)n1	3	16	11%	1.1%	1.1%	i	5%	1.9%	0.0%	-8.4%
Cc1cc(C(=O)N(C)Cc2c(F)cccc2Cl)c2ccccc2n1	.	.	14%	.	-0.4%	.	-17%	6.7%	-0.6%	.
CCOC(=O)CN(c1cccc(C(C)=O)c1)S(C)(=O)=O	4	-41	-9%	2.5%	0.8%	i	-5%	1.8%	0.4%	-2.4%
O=C(O)c1cc(S(=O)(=O)N2CCCCC2)ccc1Cl	.	.	-3%	.	0.5%	.	.	0.2%	-0.1%	.
Cc1ccc2nc(Cl)c3cc(C(=O)NCCCN4CCCC4)sc3c2c1	3	-1	-9%	0.4%	2.5%	i	.	11%	?	-4.2%
O=C(NCc1ccccn1)c1nc(Cn2ccc([N+](=O)[O-])n2)no1	.	.	2%	.	0.0%	.	-1%	0.7%	-0.5%	.
Cc1cc(C)nc(NC(=O)c2ccc(Br)s2)n1	.	.	-2%	.	0.6%	.	-10%	0.5%	-0.7%	.
O=C1CSC(c2cn(-c3ccccc3)nc2-c2cc3ccccc3oc2=O)N1Cc1ccco1 (stereo not drawn)	-5	-10	-3%	17%	0.1%	.	1%	4.1%	.	-6.9%	Dengue-2 NS5 capping pilot replicate=-1.4
CCCCc1c(O)nc(SCC(=O)c2ccccc2)n(-c2ccccc2OC)c1=O	.	.	24%	.	-0.8%	i	-5%	-0.1%	-0.4%	.
Cc1nc(-c2ccc(S(=O)(=O)Nc3ccc(Br)cc3F)cc2)co1	.	.	15%	.	0.1%	.	-4%	?	0.1%	.
CCOc1ccc(N(C(=O)CNC(=O)c2ccco2)C(C(=O)NC2CCCC2)c2ccco2)cc1 (stereo not drawn)	.	.	2%	.	-0.8%	.	-2%	0.5%	-1.3%	.
CC(C)c1ccc(Nc2nnns2)cc1	.	.	8%	.	1.1%	i	-2%	5.3%	-0.1%	.
O=c1cc(-c2ccccc2)nc(SCc2ccc(Cl)cc2)[nH]1	30	-4	11%	-2.4%	0.4%	i	6%	0.2%	0.1%	-5.3%
O=C(NC1CCN(C(=O)Nc2cccc(Cl)c2)CC1)C1CCCCC1	.	.	1%	.	0.2%	.	-4%	-0.2%	-0.5%	.
O=C(O)c1cc([N+](=O)[O-])c(Sc2nc3ccccc3[nH]2)c([N+](=O)[O-])c1	.	.	18%	.	0.1%	.	>100µM*	0.8%	-0.1%	.
Cn1cc(C(=O)N2CCc3ccccc3C2)c(=O)c2cc(S(=O)(=O)N3CCOCC3)ccc21	8	1	13%	-1.0%	-0.1%	i	-3%	-0.7%	.	-1.4%
COc1cc(C(=O)Nc2cc(C)ccn2)ccc1OCC(=O)N1CCOCC1	.	.	8%	.	-0.1%	.	-7%	0.8%	-0.3%	.
C=C(C)CSc1ncc(-c2cccc(C(F)(F)F)c2)cn1	38	26	-1%	0.6%	2.5%	i	-2%	2.5%	0.7%	-2.5%
Cc1cccc(NC(=O)CN(C)S(=O)(=O)c2ccc(-c3ccc(=O)[nH]n3)s2)c1C	.	.	12%	.	-0.2%	.	-3%	0.9%	0.4%	.
